Compound activity (PubChem BioAssay)
TSHR antagonist – antagonists of human thyroid stimulating hormone receptor. P16473. TSHR-expressing cells, TSH-stimulated cAMP HTRF, 2 h; stronger effect = lower value. activity change, negative = inhibition, % at 11.5 µM. 0.2% of 330,000 active;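 active means activity change below a set negative limit, meaning inhibition stronger than a set level, cut at about -70% in these data; inconclusive means activity change between two set negative limits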; further: on the % scale 0 is the no-effect control and ±100 the full control effect
Target sequence (P16473 whole entry, looked up): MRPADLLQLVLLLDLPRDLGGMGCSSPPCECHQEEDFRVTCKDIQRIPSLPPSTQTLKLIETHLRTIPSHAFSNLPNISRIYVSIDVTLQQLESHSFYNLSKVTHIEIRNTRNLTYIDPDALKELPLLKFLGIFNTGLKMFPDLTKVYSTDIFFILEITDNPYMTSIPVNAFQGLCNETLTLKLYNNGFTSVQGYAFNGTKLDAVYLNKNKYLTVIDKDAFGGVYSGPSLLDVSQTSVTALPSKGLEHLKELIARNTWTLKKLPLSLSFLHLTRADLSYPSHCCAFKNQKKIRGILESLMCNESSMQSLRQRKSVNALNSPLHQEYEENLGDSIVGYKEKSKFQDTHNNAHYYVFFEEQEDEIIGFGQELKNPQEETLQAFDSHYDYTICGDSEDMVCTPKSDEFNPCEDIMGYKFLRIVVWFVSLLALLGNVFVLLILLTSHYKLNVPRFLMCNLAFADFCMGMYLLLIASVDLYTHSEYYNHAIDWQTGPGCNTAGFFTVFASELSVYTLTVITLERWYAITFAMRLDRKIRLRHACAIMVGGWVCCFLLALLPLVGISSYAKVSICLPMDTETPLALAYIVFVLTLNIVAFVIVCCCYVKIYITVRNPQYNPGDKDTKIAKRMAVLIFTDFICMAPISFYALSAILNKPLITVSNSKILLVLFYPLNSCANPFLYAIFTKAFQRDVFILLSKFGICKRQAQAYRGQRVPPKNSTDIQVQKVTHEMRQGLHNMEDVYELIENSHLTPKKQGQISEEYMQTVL
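Cell-based HTRF cAMP assay; TSHR cells + compound, TSH EC80 (4nM final), 2 h, 37 deg C. Lysis with anti-cAMP cryptate and cAMP-d2, 30 min RT, read 665/620 nm.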
hERG WT inh – inhibitors of human wildtype KCNH2 potassium channel | Q12809 | U2OS, BacMam KCNH2, thallium flux FluxOr; stronger effect = lower value | activity change, % at 1.84 µM | 0.37% of 340,000 active;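 active means maximum activity change below -70%; inconclusive means maximum activity change between -70% and -50%; inactive means maximum activity change above -50%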; further: on the % scale 0 is the no-effect control and ±100 the full control effect
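U2OS cells transduced with wild-type KCNH2 virus are loaded with FluxOr dye for 45 min, and thallium flux is measured in kinetic reads before and after stimulation buffer. Rate constants are normalized to DMSO controls.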
A-T KAP1 phos – potential ataxia-telangiectasia treatments restoring KAP-1 phosphorylation; […] A-T fibroblasts, KAP-1 phosphorylation AlphaLISA; neocarzinostatin DNA damage 30 min before lysis; Potency, µM (series often up to 57.5 µM), for the others: at the highest dose activation, actives largely listed as activators; 0.19% of 320,000 active; further: potency means the concentration at half of the fitted maximal effect; % of control where 0% means no effect; nearly all actives have a fitted effect of over 45% in size
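ATM-like activity read as KAP-1 phosphorylation via AlphaLISA donor/acceptor antibody pairs after lysis and 6 hr at 25C. Cells were ATM-null patient fibroblasts ([…], hTERT), dosed 60 min, then exposed to the DSB inducer NCS for 30 min.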
BCR signal inh – inhibitors of chronic active B-cell receptor signaling | ABC-DLBCL IkBa-CBG/CBR reporter, luminescence ratio, 4 h | Potency, µM (top dose mostly 46.1 µM), for inactives: at the highest dose ratio change, negative = lower green/red ratio, usual class: inhibitors | 0.05% of 340,000 active | AID 493014; active means well fitted inhibition curve with a large enough effect in the signal ratio, with a control signal flat, not every such curve was filed as active; inconclusive means small, poorly fitted or top-dose-only effect, or effect the other way, or a change in a side signal; the % refers to the signal ratio;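 further: potency means the concentration at half of the fitted maximal effect; plate controls were basal doxycycline-induced cells for no effect and cells given 10 µM MG132 for full effect; MG132 reads +100%, hits lower the ratio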
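TMD8 human ABC-DLBCL cells with doxycycline-inducible IκBα–green luciferase fusion and unfused red luciferase, in 0.5% FBS medium; compounds up to 46 uM, 4 h at 37C. Green/red luminescence ratio, filter-overlap corrected, fitted to concentration-response curves.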
GALK inh – blocks human galactokinase activity | Purified GALK, Kinase-Glo residual ATP luminescence | 0.007% of 270,000 active | AID 1868 | Potency, µM (titrated, usually from 57.5 µM), inactives show at the highest dose activity change, negative = inhibition, hits mostly inhibitors; further: potency means the concentration at half of the fitted maximal effect; on the % scale 0 is the no-effect control and ±100 the full control effect
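Kinase-Glo Plus luminescence measured ATP left after a 1 h room-temperature reaction. The reaction used 5 nM GALK, 100 uM galactose and 35 uM ATP at pH 8.0 (20 mM HEPES, 5 mM MgCl2, 60 mM NaCl, 1 mM DTT, 0.01% BSA).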
TCR act – activates T cell receptor signaling; primary human leukocytes, anti-CD3, IL-2 HTRF, 48 h; Potency, µM (doses to about 9.22 µM), for inactives: at the top dose activation of IL-2 secretion, actives largely listed as activators; 330,000 tested, under 10 active; further: % of control where 0% means no effect
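48 hr co-incubation of compounds, a-CD3 beads and primary human leukocytes; IL-2 quantified homogeneously by HTRF with anti-IL-2 K and d2 conjugates.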
Tb PFK inh – inhibitors of T. brucei phosphofructokinase; O15648; T. brucei PFK, ADP-Glo luminescence; Potency, µM (highest dose often 57.5 µM), for inactives: at the top dose activity, negative = inhibition, most hits filed as inhibitors; 0.17% of 330,000 active; AID 485367;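 further: potency means the concentration at half of the fitted maximal effect; 0% = uninhibited 1x PFK enzyme wells and -100% = no-enzyme wells; nearly all actives have a fitted effect of over 60% in size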
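Compounds were pin-transferred as a titration series up to 57 uM into substrate buffer (0.5 mM F6P, 0.1 mM ATP, pH 8.0), then 1.25 nM PFK was added and reactions ran 45 min before ADP-Glo detection.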
FBPA coupling cs – coupling enzyme interference in Giardia aldolase counter-screen; activity change, negative = inhibition, % at 58.2 µM, hits read low; 0.67% of 290,000 active; coupling enzyme system counterscreen, AmpLite Red fluorescence; in the data active means activity change below about -30%; further: on the % scale 0 is the no-effect control and ±100 the full control effect
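Counterscreen lacking aldolase: glyceraldehyde-3-phosphate coupling-enzyme reagent preincubated 10 min at RT with compound (at 57.5 uM final), then substrate/coupling system with AmpLite Red added; fluorescence read at 525/598 nm after 20 min RT.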
MLL CXXC-DNA inh – MLL CXXC-DNA interaction inhibition. MLL-CXXC / FITC-HOXA9 DNA fluorescence polarization. Potency, µM (series often up to 115 µM), for inactives: at the highest dose activity change, negative = inhibition, usual class: inhibitors. 0.037% of 290,000 active. AID 2662; active means well fitted inhibition curve with a large enough effect in the polarisation, with a control signal flat, not every such curve was filed as active; inconclusive means small, poorly fitted or top-dose-only effect, or effect the other way, or a change in a side signal; inactive means no such curve, though single readings can be large or run the other way; the % refers to the polarisation; further: potency means the concentration at half of the fitted maximal effect
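Steps: dispense CXXC domain solution (7 uM) → pin compounds or unlabeled HOX-A9 DNA control → 5 min ambient → add FLSN-HOX-A9 solution (50 nM) → spin → 30 min ambient → fluorescence polarization. Tris pH 7.5/NaCl/DTT/BSA buffer.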
Giardia killer – kills Giardia lamblia | Giardia lamblia trophozoite viability | activity change, % at 7.66 µM, hits read low | 0.15% of 340,000 active; in the data active means activity change below about -80%; inconclusive means between about -30% and that limit;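 further: parasites exposed to compound for two days anaerobically before the ATP read; on the % scale 0 is the no-effect control and ±100 the full control effect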
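Trophozoites 100 cells/well + cpd; 48 hrs, 37 deg C, anaerobic. ATPLite 1-Step added, 15-30 min RT, luminescence read (ATP-based viability).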
Active calls of the source: *; ? = inconclusive; / = no result given; [ ] = remark or other dose. Unless noted, the call rests on the fitted dose curve; in most records, active means well fitted curve in the direction sought with a large enough effect; inconclusive means small, poorly fitted or top-dose-only effect, or another doubt; inactive means no such curve, though single readings can be large; an effect the other way counts as inactive or inconclusive. Compounds were not picked by outcome. Share with any hit: about 1.6%.

SMILES	TSHR antagonist	hERG WT inh	A-T KAP1 phos	BCR signal inh	GALK inh	TCR act	Tb PFK inh	FBPA coupling cs	MLL CXXC-DNA inh	Giardia killer
CC(C)(C)NC(=O)CN(Cc1cccs1)C(=O)CCC(=O)Nc1nccs1	9	-10	1%	19%	-1%	-16%	0%	1	-2%	-5
CC(C)CC(=O)NC1(C(F)(F)F)C(=O)Nc2c1c(=O)[nH]c(=O)n2Cc1ccco1 (stereo not given)	-7	-14	5%	-2%	3%	-22%	1%	-1	8%	15
COc1ccc(C2CCCN2C(=S)Nc2ccc(C)c(C)c2)cc1OC (stereo not given)	-13	-5	0%	-7%	-1%	-5%	-1%	-1	13%	13
Cn1nnc(NC(=O)CSc2ccc(Cl)cc2)n1	38	-3	6%	3%	-3%	11%[46.1 µM]	-9%	0	3%	-1
O=C1c2ccccc2C(=O)N1CCC(=O)N1CCCc2ccccc21	10	2	-1%	-4%	-1%	-9%	1%	6	1%	-13
CC(=O)Nc1cccc(/C(C)=N/NC(=O)c2c(-c3ccccc3Cl)noc2C)c1	-7	-7	12%	-2%	1%	3%[46.1 µM]	-1%	0	-5%	-5
O=C(COC(=O)/C=C/c1ccc(C(F)(F)F)cc1)NC1CCCC1	-29	18	7%	-1%	1%	1%	2%	/	0%	21
CC(=O)Nc1ccc2nc(C3CC3)n(Cc3ccc(Cl)cc3)c(=O)c2c1	-4	4	0%	-5%	0%	-3%	2%	1	1%	13
CC(=O)N1CCN(C(=O)C2CCN(S(=O)(=O)c3ccccc3C(F)(F)F)CC2)CC1	-2	0	3%	0%	/	3%	1%	/	/	8
COC(=O)c1ccc(CNC(=O)COC(=O)C23CC4CC(CC(C4)C2)C3)cc1	21	-1	2%	-8%	1%	-5%[46.1 µM]	3%	2	10%	17
CC(C)=CCC/C(C)=C/Cc1c(O)ccc(C(=O)/C=C/c2ccc(O)cc2)c1O	3	/	14%	5%	/	-3%	-9%	-5	4%	-15
O=C(Nc1ccccc1Br)c1ccc(N2CCCC2=O)cc1	-2	-5	1%	?	/	-16%	0%	/	/	-27
O=C(Nc1ccc(S(=O)(=O)Nc2ncccn2)cc1)c1cccc(Br)c1	6	-2	4%	0%	-4%	4%	4%	2	-12%	-4
CCOC(=O)c1c(S(=O)(=O)NCC(=O)Nc2ccccc2OC)c(C)n(C)c1C	-1	16	-3%	-3%	-4%	2%	0%	1	1%	-10
CCCC(C(=O)Nc1cccc(S(=O)(=O)N2CCCC2)c1)c1ccccc1 (stereo not given)	-3	2	1%	?	/	-8%	-5%	/	/	1
C=CCN1C(=O)C(O)(CC(=O)c2c(C)n[nH]c2C)c2cc(Br)ccc21 (stereo not given)	-3	-1	-3%	-8%	-1%	-5%	-2%	2	-2%	5
O=S(=O)(c1c(F)cccc1F)N1CCN(C(=S)NCc2ccc3c(c2)OCO3)CC1	0	3	-3%	?	-2%	/	-8%	0	4%	10
CC1CCC2(CC1)NC(=O)N(CC(=O)Nc1cccc(S(=O)(=O)N3CCOCC3)c1)C2=O (stereo not given)	8	0	-1%	-1%	/	-3%	0%	7	0%	1
Cc1ccc(S(=O)(=O)Nc2ccc(-c3ccc4nncn4n3)cc2)cc1	13	-3	2%	?	/	0%	-3%	/	/	47[activator]
COc1ccc(CCNC(=O)c2c(-c3ccccc3)noc2C)cc1OC	-7	-32	-1%	1%	4%	-2%	-1%	1	-2%	1

Ordered by the number under TSHR antagonist (smallest number first): three of the compounds above.
Compound	TSHR antagonist
O=C(Nc1ccc(S(=O)(=O)Nc2ncccn2)cc1)c1cccc(Br)c1	6
O=C1c2ccccc2C(=O)N1CCC(=O)N1CCCc2ccccc21	10
Cc1ccc(S(=O)(=O)Nc2ccc(-c3ccc4nncn4n3)cc2)cc1	13

Copied from the list.
FBPA coupling cs, CC(=O)Nc1cccc(/C(C)=N/NC(=O)c2c(-c3ccccc3Cl)noc2C)c1 = 0
A-T KAP1 phos, Cn1nnc(NC(=O)CSc2ccc(Cl)cc2)n1 = 6%
Giardia killer, O=C(COC(=O)/C=C/c1ccc(C(F)(F)F)cc1)NC1CCCC1 = 21
A-T KAP1 phos, CC(=O)N1CCN(C(=O)C2CCN(S(=O)(=O)c3ccccc3C(F)(F)F)CC2)CC1 = 3%

Back to the main list, starting 5 compounds before the break.
SMILES	TSHR antagonist	hERG WT inh	A-T KAP1 phos	BCR signal inh	GALK inh	TCR act	Tb PFK inh	FBPA coupling cs	MLL CXXC-DNA inh	Giardia killer
C=CCN1C(=O)C(O)(CC(=O)c2c(C)n[nH]c2C)c2cc(Br)ccc21 (stereo not given)	-3	-1	-3%	-8%	-1%	-5%	-2%	2	-2%	5
O=S(=O)(c1c(F)cccc1F)N1CCN(C(=S)NCc2ccc3c(c2)OCO3)CC1	0	3	-3%	?	-2%	/	-8%	0	4%	10
CC1CCC2(CC1)NC(=O)N(CC(=O)Nc1cccc(S(=O)(=O)N3CCOCC3)c1)C2=O (stereo not given)	8	0	-1%	-1%	/	-3%	0%	7	0%	1
Cc1ccc(S(=O)(=O)Nc2ccc(-c3ccc4nncn4n3)cc2)cc1	13	-3	2%	?	/	0%	-3%	/	/	47[activator]
COc1ccc(CCNC(=O)c2c(-c3ccccc3)noc2C)cc1OC	-7	-32	-1%	1%	4%	-2%	-1%	1	-2%	1
CCOc1ccccc1NC(=O)C1CCCN(c2c(CC)c(C)nc3ncnn23)C1 (stereo not given)	4	14	1%	10%	12%	1%	5%	3	8%	-6
CC(=O)OCC(OC(C)=O)C(OC(C)=O)C(OC(C)=O)C(=O)Nc1ccc(C)cc1 (stereo not given)	23	0	2%	-2%	5%	-1%	3%	6	-1%	0
C#CC(=O)N(c1ccc(OC)c(OC)c1)C(C(=O)NC1CCCC1)c1cccs1 (stereo not given)	-15	-5	0%	?	-5%	2%	-5%	-1	2%	2
O=C(CCSCCc1ccccn1)Nc1ccc(Br)cc1F	8	-9	5%	-1%	0%	1%	4%	0	1%	5
O=C(Nc1cccnc1)c1ccc(Oc2ccccc2)cc1	-17	-19	0%	-3%	2%	/	0%	-3	1%	-2
Cc1ccc(C)c(Nc2ncccc2C(=O)NCc2cccs2)c1	8	1	5%	?	1%	3%[46.1 µM]	-3%	-3	19%	-2
Cc1ccc(-c2cc(C(=O)Nc3cccc(S(=O)(=O)N(C)C)c3)c3ccccc3n2)o1	-28	-5	9%	9%	-2%	6%	-9%	-1	-5%	2
OCCN(Cc1ccccc1)Cc1ccccc1Cl	-8	-5	1%	16%	1%	/	-12%	-9	-6%	-10
COc1ccc(N(CC(=O)N2CCOCC2)S(=O)(=O)c2ccccc2)cc1Cl	-2	-2	-1%	?	7%	-1%	-2%	/	-7%	-28
O=C(NCCN1CCOCC1)c1c(Cl)cccc1Cl	?	-2	7%	2%	-8%	-5%	4%	-4	-3%	5
O=C(NC(=S)NCc1ccccc1)c1ccccc1F	23	3	-2%	13%	0%	18%	1%	/	3%	-11
COc1ccc(OC)c(NC(=O)COC(=O)c2n[nH]c3ccccc23)c1	-25	1	8%	?	/	2%	2%	/	/	-17
COc1ccc(C(=O)OCCNC(=O)c2ccncc2)cc1OC	-5	-12	-1%	?	1%	1%[46.1 µM]	5%	0	?	3
Oc1c(C(c2ccccc2Cl)N2CCCC2)ccc2cccnc12 (stereo not given)	-8	-4	-5%	?	7%	-2%	-3%	-6	?	25
C=CCOc1ccc2ccccc2c1/C=N/O	13	-6	/	?	1%	-1%	-3%	0	-1%	-6
Cc1nc2nc(C)c(CCC(=O)O)c(C)n2n1	1	-6	-5%	5%	1%	0%	4%	-4	7%	1
O=C(CN1C(=O)C2CC=CCC2C1=O)N1CCN(S(=O)(=O)c2ccccc2)CC1 (stereo not given)	1	0	2%	0%	/	3%	0%	/	/	4
COC(=O)[C@@H](Cc1ccccc1)NC(=O)[C@H]1CCC(=O)N1C(=O)OCc1ccccc1	-15	4	3%	-3%	/	-3%	2%	-1	4%	28
COc1cccc2[nH]c3c(N4CCC5(CC4)OCCO5)ncnc3c12	5	6	-8%	10%	-1%	9%	-3%	1	-5%	-9
CCCCN(C(=O)/C=C/c1ccco1)c1c(N)n(Cc2ccccc2)c(=O)[nH]c1=O	2	-2	-1%	3%	-2%	5%	-4%	-1	4%	-6
Cc1cc(C)n(C2=NS(=O)(=O)c3ccccc32)n1	-1	-7	7%	0%	3%	2%	4%	0	11%	1
CC1CCCCN1C(=O)CSc1nnc(-c2cccnc2)n1C1CCCCC1 (stereo not given)	-14	-23	0%	0%	-3%	-4%	0%	-5	-1%	1
COc1ccc2nc(SCC(=O)Nc3ccccc3OC)[nH]c2c1	4	1	2%	?	/	-2%	-3%	-2	-7%	-17
